Bioassay records (PubChem BioAssay)
SRC3 TRFRET art = TR-FRET artefact, counter-screen to PPARgamma/SRC-3 agonist assay; PPARgamma/SRC-3 format; hits give high values; hit rate 0.39% among 99,000; AID 1048; TR-FRET ratio at 8 µM; in the data active = TR-FRET ratio above about 2000; also: inactives centre near 1600; reference of the scale not given here
SRC1 TRFRET art = flags TR-FRET format artefacts in PPARgamma SRC-1 recruitment agonist screen | TR-FRET detection artefact counter-screen, emission ratio; hits give high values | TR-FRET ratio at 8 µM | hit rate 0.34% among 99,000 | AID 1051; in the data active = TR-FRET ratio above about 2300; also: inactives centre near 1800; reference of the scale not given here
Active calls of the source: *. Not all compounds are listed; count on the stated rates, not on these rows.

SMILES	SRC3 TRFRET art	SRC1 TRFRET art
CN1CCN(C(c2cccs2)c2nnnn2Cc2ccc(F)cc2)CC1 (stereo unspecified)	1581	1600
Cc1[nH]c2ccccc2c1C(=O)COC(=O)c1c(-c2ccccc2)noc1C	1600	1688
Cc1c(C(=O)c2ccc(Cl)cc2[N+](=O)[O-])c2ccccn2c1CCC#N	1358	1654
Cc1ccc(Nc2nc(-c3ccc(O)cc3O)cs2)nc1	1593	1786
N#C/C(=C/c1cn(CC(=O)O)c2ccccc12)C(=O)NCc1ccccc1	1554	1760
COc1ccccc1OCCNC(=O)c1cc(SC)ccc1Cl	1544	1908
O=C(NN1CCOCC1)c1cc(-c2cccs2)nc2ccccc12	1633	1914
CCOc1ccc(OCc2ccc(C(=O)OCc3ccccn3)o2)cc1	1511	1815
CC(=O)Nc1c(C)cc(S(C)(=O)=O)cc1C	1650	1518
O=C1C2CC=CCC2C(=O)N1Cc1ccccc1Cl (stereo unspecified)	1584	1798
CC(=O)Nc1ccc(NC(=O)C/C(C)=N/NC(N)=S)cc1	1421	1659
O=C(Cn1nc(C(=O)O)c2ccccc2c1=O)NC12CC3CC(CC(C3)C1)C2	1377	1860
CN(C)CCOc1ccc2ccccc2c1	1469	1771
COC(=O)Cn1c(=NC(=O)c2cc(-c3cccs3)nc3ccccc23)sc2cc(S(N)(=O)=O)ccc21	1741	1658
Cc1ccc2c(c1)Oc1ccc([N+](=O)[O-])cc1C(=O)N2	1468	1423
COc1ccccc1CNC(=O)Nc1cccs1	1524	1893
O=C(Nc1ccccc1Cl)N1C2CCC1CC(O)(c1cccnc1)C2 (stereo unspecified)	1462	1628
Cc1cc2ccccc2c(=O)n1CC(=O)NCC(=O)N(C)Cc1ccccc1	1606	1727
CCOc1ccc(S(=O)(=O)N(C)c2ccc(OCC(=O)OCc3c(C)noc3C)cc2)cc1	1646	2108
CC(C)(C)C(=O)N1CCn2c1nc1ccccc12	1472	1760
O=C(CCN1C(=O)c2ccccc2C1=O)Nc1cccc(S(=O)(=O)NC2=NCCC2)c1	1650	1845
COc1cc(/C=C/C(=O)OCC(=O)NC2CCS(=O)(=O)C2)ccc1O (stereo unspecified)	1427	1680
Cc1cc(NC(=O)Nc2cccc(C(F)(F)F)c2)n(C)n1	1597	1703
O=c1[nH]c(=O)n(C2CCCO2)cc1F (stereo unspecified)	1649	1635
COc1cccc(CN2CCC(N(CCc3ccccc3)Cc3ccccc3)CC2)c1OC	1492	1801

Other entries:
SMILES	SRC3 TRFRET art	SRC1 TRFRET art
CCOC(=O)CN1CCC(c2ccccc2)CC1	1894	1872
C#Cc1ccc([C@H]2C=C(C(=O)O)O[C@@H](OCc3ccc(CO)cc3)C2)cc1	1552	1905
CC(C)CCc1noc(CN(C)CC2CCN(Cc3ccccc3)CC2)n1	1731	1525
Cc1cc(C)c2c(c1)/C(=N/NC(=O)c1ccc(O)cc1)CCC2	1764	2103
c1ccc(CSc2ccc(-c3ccccn3)nn2)cc1	1553	1792
O=C(CN1CCN(Cc2ccc(Cl)cc2)CC1)N/N=C/C=C/c1ccccc1[N+](=O)[O-]	1400	1946
COc1ccc(C(=O)Cc2nnc(C)s2)cc1	1265	1526
CC(C)Cc1cc(C(=O)N2CCCC(CCC(=O)N(C)CCc3ccccn3)C2)no1 (stereo unspecified)	1601	1513
CCn1c(SCC(=O)Nc2c(C)n(C)n(-c3ccccc3)c2=O)nc2c1c(=O)n(C)c(=O)n2C	1552	1596
O=C(c1cc(S(=O)(=O)N2CCC3(CC2)OCCO3)ccc1F)N1CCCCC1	1640	1681
CC(=O)Nc1c(O)nc(SC/C=C/CSc2nc(O)c(NC(C)=O)c(=O)[nH]2)[nH]c1=O	1689	2036
COc1ccccc1C(=O)Oc1cc(C)[nH]c(=O)c1[N+](=O)[O-]	1526	1491
CN(C)c1ccc(/C=N/NC(=O)c2ccccc2Cl)cc1	1597	2144
COc1ccc(N(CC(=O)Nc2ccc3c(c2)OCCO3)S(C)(=O)=O)c(OC)c1	1543	1767
Cc1cc2cc(CNC(=S)NC3CCCCC3)ccc2[nH]1	1626	1791
CCOC(=O)Cc1c(C)nc2c(-c3ccc(Cl)cc3)cnn2c1C	1637	1940
Cc1cnc([N+](=O)[O-])n1CCOC(=O)NC(=O)c1c(F)cccc1F	1493	1825
O=C(CN1CCSC1=NCc1ccccc1)c1ccccc1	1619	1921
COC(=O)c1ccc(NC(=S)Nc2ccc(O)cc2)cc1	1594	2014
S=C1NCCOCCOCCNC(=S)N2CCOCCOCCN1CCOCCOCC2	1626	2011
CCCN1C(=O)/C(=C/c2ccc(N3CCOCC3)cc2)NC1=S	1745	2070
COc1ccccc1-n1c(SCC(=O)N2CCOCC2)nc2cccnc21	1278	1798
CCCCCC(=O)Nc1ccc(N2CCN(CC)CC2)c(Cl)c1	1776	1799
O=C(COC(=O)c1ccc(O)cc1)NCC1CCCO1 (stereo unspecified)	1405	1950
CCn1c(/C=N/NC(=O)c2ccc(OC)cc2)nc2ccccc21	1573	1690

(further entries)
SMILES	SRC3 TRFRET art	SRC1 TRFRET art
CCNc1nc(OC)nc(SCC(=O)Nc2ccccc2)n1	1675	1775
Cc1ccc(-c2cc(C(=O)NCc3cn(C)nc3C)c3cc(Br)ccc3n2)cc1	3148*	2876*
Fc1cnc(N2CCN(c3ccccc3)CC2)nc1N1CCN(c2ccccc2)CC1	1598	1862
CCN(CC)CCNC(=S)Nc1ccc2nc(N3CCCC3)cc(C)c2c1	1590	1668
Cn1c(=O)c2[nH]c(-c3ccccc3)c(O)c2n(C)c1=O	1758	2338*
O=C(Nc1ccc(F)cc1F)c1noc2c1CCC2	1320	1803
O=c1[nH]c(Cc2ccccn2)nc2scc(-c3ccc(Cl)cc3)c12	1505	1603
CC(=O)Nc1ccc(NC(=O)Cc2sc(-c3cccnc3)nc2-c2ccc(C)cc2)cc1	1956	1832
Cc1ccc(CNC(=O)C(=O)Nc2nccs2)cc1	1680	1724
O=C(CC1SCCNC1=O)Nc1ccccc1Cl (stereo unspecified)	1337	1645
N=C1S/C(=C\c2ccc(O)cc2)C(=O)N1c1ccc(F)cc1	1479	1932
CCCOc1ccc(C(=O)NCC(c2ccco2)N(C)C)cc1OC (stereo unspecified)	1455	1665
N#CC(c1ccc(Cl)nn1)c1c(F)cccc1Cl (stereo unspecified)	1745	1722
CCOC(=O)N1CCN(C(=O)COc2cc(C)c(Cl)c(C)c2)CC1	1496	1559
N/C(=N\OC(=O)CCCc1ccccc1)c1cccc([N+](=O)[O-])c1	1351	1665
COc1cc(C2NC(=O)NC(c3ccccc3)=C2C(C)=O)cc(Cl)c1OCC(=O)O (stereo unspecified)	1554	1662
CN(C)c1ccc(C(CC(=O)O)C(=O)O)cc1 (stereo unspecified)	1663	1774
Cc1cc(NC(=O)CSCc2ccc([N+](=O)[O-])cc2)no1	1534	1590
Cc1nc(N2CCCCC2C)c2c(C)c(C(=O)Nc3ccccc3C(F)(F)F)sc2n1 (stereo unspecified)	1945	1733
C=C(C)CC(c1ccccc1)N(C(C)=O)c1ccco1 (stereo unspecified)	1680	1561
CC1=C(C(=O)OCc2ccccc2)C(c2cccs2)NC(=O)N1CCCC(=O)O (stereo unspecified)	1602	1992
CC(C)COc1ccc(C(=O)Nc2ccccc2[N+](=O)[O-])cc1	1624	1871
CN(C)CCN(Cc1ccco1)C(=O)c1cc2c(Cl)nc3ccccc3c2s1	1449	1882
CC(=O)NCCSC(=O)c1ccc(F)cc1	1667	1813
Cc1ccc(C)c(S(=O)(=O)N2CC(=O)N(CCc3ccccc3)C(=O)C2)c1	1819	1723

Further results:
SMILES	SRC3 TRFRET art	SRC1 TRFRET art
O=C(NCCc1csc(-c2cccnc2)n1)c1ccc(Cl)cc1	1564	1925
CSc1nsc(/C=C/Nc2ccc(C(=O)O)cc2)c1C#N	2133*	2461*
COc1ccc(C(C(N)=O)c2ncc(C(F)(F)F)cc2Cl)cc1OC (stereo unspecified)	1456	1735
COC(=O)c1ccccc1NC1c2ccccc2C(=O)N1c1cccnc1 (stereo unspecified)	1636	1683
N/C(=N\NC(=O)c1ccccc1Cl)c1cc2ccccc2oc1=O	1500	1638
Cc1ccc(-n2c(=O)c3c(C)c(C)sc3n(Cc3cc(=O)n4ccccc4n3)c2=O)cc1C	1604	1801
COc1ccc(NC(=O)CS(=O)(=O)c2cn(CC(=O)N3CCOCC3)c3ccccc23)cc1	1632	1876
COc1ccc(NS(=O)(=O)c2ccc(Cl)c(N)c2)cc1Br	1769	1864
CCOc1c(Cl)cc(/C=N/NC(N)=S)cc1OC	1723	1795
c1ccc(CN2CCC(Nc3nc(-c4cccnc4)nc4ccccc34)CC2)cc1	1709	2106
O=C(CSc1ccccn1)N/N=C/c1ccccc1[N+](=O)[O-]	1803	2139
Cc1ccccc1C(=O)N1CCN(c2ccc(NC(=O)c3ccc4c(c3)OCO4)cc2)CC1	1496	1778
Cc1nc2c(N=Nc3ccccc3F)c(N)nn2c(N)c1C#N	1731	1792
COCCSc1ccccc1C(=O)Nc1ccccc1C(C)C	1645	1850
COC(=O)c1ccc(C(=O)OC)c(NC(=S)N2CCN(c3ccc(F)cc3)CC2)c1	1504	1769
COc1cc(/C=N/NS(=O)(=O)c2ccc(C)c([N+](=O)[O-])c2)ccc1O	1586	1892
CCC(/C=N/NC(=O)C(=O)N/N=C/C(CC)CC)CC	1669	2029
COc1ccc(CCNC(=O)CSCc2ccc([N+](=O)[O-])cc2)cc1OC	1652	1852
Cc1c(C(=O)N2CCC(Cc3ccccc3)CC2)cccc1[N+](=O)[O-]	1427	1735
NNC(=O)CSc1cccc2cccnc12	1729	1658
CCOC(=O)Cn1nnc(-c2cc(OC)c(OC)c(OC)c2)n1	1463	1848
COc1ccc(C(=O)/C=C2/Sc3cc4c(cc3N2C)OCO4)cc1	1590	2134
O=C(Cn1cnc2ccccc2c1=O)NCCC(=O)Nc1ccc2c(c1)OCO2	1663	1936
Cc1ccc(CNC(=O)C2CCN(S(=O)(=O)N3CCC4(CC3)OCCO4)CC2)cc1	1637	1863
OCCNCCCCSc1ccc(Cl)cc1	1406	1931

Reformatted with values under each structure: part of the list above.
Value order: SRC3 TRFRET art | SRC1 TRFRET art
> CC(=O)Nc1ccc(NC(=O)C/C(C)=N/NC(N)=S)cc1
→ 1421 | 1659
> O=C(Cn1nc(C(=O)O)c2ccccc2c1=O)NC12CC3CC(CC(C3)C1)C2
→ 1377 | 1860
> CN(C)CCOc1ccc2ccccc2c1
→ 1469 | 1771

(listing goes on)
SMILES	SRC3 TRFRET art	SRC1 TRFRET art
C=CCSc1nnc(NC(=O)c2cn(CC)c3nc(C)ccc3c2=O)s1	1581	1862
COc1cc(-c2cc(C(=O)Nc3ccc(S(=O)(=O)NCc4ccco4)cc3)c3ccccc3n2)cc(OC)c1OC	1742	1772
C=CCC1(NCc2ccco2)CCN(CC)CC1	1668	1650
CCC(CC)C(=O)NCc1ccc(OC)cc1	1518	1779
Cn1cccc1/C=N/NC(=O)c1ccco1	1671	1722
CC1CC(C)(C)NC(=S)N1CCC(=O)NCc1ccc(F)cc1 (stereo unspecified)	1499	1772
COc1ccc(-c2cn3cccnc3n2)cc1F	1807	1993
C=CCNc1cnn(-c2ccccc2)c(=O)c1Cl	1895	1743
COc1ccccc1NS(=O)(=O)c1cc(NC(=O)c2ccncc2)ccc1N1CCCC1	1671	1905
COc1cc(NC(=O)COc2ccccc2Cl)ccc1NC(=O)C(C)C	1490	1707
Cc1c(N=Cc2cc(Br)cc(Br)c2O)cccc1C(=O)O	1545	1656
CN1CCCN(S(=O)(=O)c2cccc(Cl)c2Cl)CC1	1576	1836
COc1ccc(-c2nn(-c3ccccc3)cc2/C=C/C(=O)OCC(=O)Nc2ccccc2C#N)cc1	1555	2045
O=S(=O)(N/N=C/c1ccccc1F)c1ccccc1	1562	1674
Cc1cc(NC(=O)c2ccc(C)c([N+](=O)[O-])c2)no1	1458	1804
Cc1ccc(NC(=O)C(C)C(=O)Nc2ccc(C)cc2)cc1	1462	1619
COc1ccc(NC(=O)C(Br)C(C)C)cc1 (stereo unspecified)	1699	1794
COc1ccc(NC(=O)COC(=O)c2cccc(S(=O)(=O)N(C)C)c2)cc1	1754	2141
COc1ccc(S(=O)(=O)N2CCC(C(=O)N3CCOCC3)CC2)cc1Cl	1515	1681
COc1nc(-c2ccccc2)nc(C)c1CC(=O)O	1587	1595
O=Cc1ccc(N2CCCC2)c([N+](=O)[O-])c1	1586	1814
Brc1ccc(-c2nnc3sc(CNCc4ccc5c(c4)OCO5)cn23)cc1	1645	1944
O=C(CN1C(=O)c2ccccc2C1=O)NCCc1c[nH]c2ccccc12	1810	2087
C=CCn1c(SCc2cc(=O)n3ccsc3n2)nc2cc(Cl)ccc2c1=O	1623	2078
NC(=O)C1CCN(Cc2nnnn2Cc2ccco2)CC1	1513	1874
CC(OC(=O)CNC(=O)c1ccco1)C(=O)N(C)c1ccccc1 (stereo unspecified)	1578	1920
CC(c1ccncn1)N(C)Cc1nc(-c2ccc(C(F)(F)F)cc2)no1 (stereo unspecified)	1651	1730

Complete entries, looked up by structure. Order of screens: SRC3 TRFRET art, SRC1 TRFRET art
Cc1cc(NC(=O)c2ccc(C)c([N+](=O)[O-])c2)no1 reads 1458, 1804
CCC(CC)C(=O)NCc1ccc(OC)cc1 reads 1518, 1779
C=CCNc1cnn(-c2ccccc2)c(=O)c1Cl reads 1895, 1743
COc1ccc(-c2nn(-c3ccccc3)cc2/C=C/C(=O)OCC(=O)Nc2ccccc2C#N)cc1 reads 1555, 2045

Retrieved by structure from above, 5 records:
SMILES	SRC3 TRFRET art	SRC1 TRFRET art
COc1cc(-c2cc(C(=O)Nc3ccc(S(=O)(=O)NCc4ccco4)cc3)c3ccccc3n2)cc(OC)c1OC	1742	1772
COc1ccccc1NS(=O)(=O)c1cc(NC(=O)c2ccncc2)ccc1N1CCCC1	1671	1905
CCC(CC)C(=O)NCc1ccc(OC)cc1	1518	1779
O=C(CN1C(=O)c2ccccc2C1=O)NCCc1c[nH]c2ccccc12	1810	2087
CC1CC(C)(C)NC(=S)N1CCC(=O)NCc1ccc(F)cc1 (stereo unspecified)	1499	1772
